Source: PubChem
human PMI inhibitors = human PMI inhibitors, high substrate, primary screen, biochemical, fluorescence intensity, high mannose 6-phosphate (AID 1220). recombinant PMI enzyme, coupled fluorescence intensity; higher % means a stronger effect. inhibition, % at 20 µM, or IC50 in µM where a hit was titrated. 190,000 tested, 0.66% active
XIAP displacement = small molecules displacing peptide from XIAP – biochemical, IAP family, fluorescence polarization (AID 1018); XIAP BIR domain, fluorescence polarization peptide displacement; higher % means a stronger effect; displacement, % at 20 µM, or IC50 in µM where a hit was titrated; 200,000 tested, 0.007% active; in the data active means displacement above about 50%; further: a part of the inactive calls stands beside numbers as strong as those of hits
Dynein transport = dynein cargo transport inhibition; AID 1381; z-score, hits read low; 220,000 tested, 0.47% active; 3617.4 mouse cells, GR-EGFP nuclear translocation imaging; test concentration mostly 20 µM; stimulated with dexamethasone, 1 µM; active compounds read low;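 active means plate z-score of nuclear minus cytoplasmic receptor signal below a set negative limit, without overly bright fluorescence or cell loss, cut at about -3.5 in these data, passing the limit was not always enough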;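 further: z-score of nuclear minus cytoplasmic ring GR-EGFP intensity difference per well; some compounds called inactive have numbers as strong as hits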
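Also added: dexamethasone, 1.0 µM final. Medium: tet-free, stripped-serum medium. Detection: fixed, Hoechst-stained cells imaged at 10x for EGFP. Read-out: nuclear-to-cytoplasmic GR-EGFP distribution per well. Times: induction 48 h, compound 1 h, agonist 30 min.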
M1AAP inhibition = P. falciparum M1AAP inhibitors, biochemical, fluorogenic H-Leu-NHMec substrate, 1536-well (AID 1445) | 220,000 tested, 0.42% active | one-dose inhibition, % at 30 µM; IC50 in µM for titrated hits | recombinant M1AAP, H-Leu-NHMec fluorogenic kinetic assay; higher % means a stronger effect;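 active means primary inhibition above the hit cutoff, then over 50% inhibition at one or more dose response concentrations, cut at about 23% in these data, passing the limit was not always enough; inconclusive means conflicting primary data, or primary hits not chosen for dose response; inactive means low primary inhibition, or under 50% at every dose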;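 further: plate controls were DMSO full reaction for no effect and no enzyme background for full effect; strong numbers were not always called active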
human PMI inhibition = MPI enzyme activity inhibition – biochemical, fluorescence intensity, coupled assay, primary screen (AID 1209). purified PMI enzyme, coupled fluorescence intensity; higher % means a stronger effect. inhibition, % at 20 µM; hits with a dose series show IC50 in µM. 190,000 tested, 0.42% active;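 further: plate controls were DMSO vehicle for no effect and wells lacking substrate for full effect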
LYP inhibition = PTPN22 lymphoid phosphatase activity blockers – biochemical, fluorescence intensity, uHTS (AID 1779). inhibition, % at 11.5 µM, or IC50 in µM where a hit was titrated. recombinant LYP phosphatase, fluorescence intensity; higher % means a stronger effect. 290,000 tested, 0.054% active;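 further: plate controls were vehicle with enzyme for no effect and no enzyme for full effect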
P. falciparum M17LAP = P. falciparum M17LAP inhibitors, primary screen, biochemical, fluorogenic H-Leu-NHMec substrate, 1536-well (AID 1619). recombinant M17LAP, H-Leu-NHMec fluorogenic kinetic assay; higher % means a stronger effect. 220,000 tested, 0.38% active. inhibition, % at 30 µM, or IC50 in µM where a hit was titrated;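 active means compound inhibiting the enzyme by more than half at any dose during confirmatory dose-response retesting; inconclusive means strong single-dose inhibitors picked by rank but not retested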;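 further: plate controls were full reaction with DMSO carrier for no effect and no enzyme background for full effect; strong numbers were not always called active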
Siah-1 displacement = blockers of Siah-1 interaction with plectin peptide – biochemical, fluorescence polarization, rhodamine-plectin, uHTS, primary screen (AID 1817). Siah-1 / rhodamine-plectin peptide fluorescence polarization; higher % means a stronger effect. one-dose displacement, % at 20 µM; IC50 in µM for titrated hits. 290,000 tested, 0.02% active;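 active means displacement of at least 50% at 20 µM, with a fluorescence ratio check between 0.3 and a set limit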;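 further: plate controls were Siah plus tracer with DMSO for no effect and tracer alone without Siah for full effect; strong numbers were not always called active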
AID2073 = inhibitors of Mint1-CaV2.2 protein interaction, biochemical, HTRF (AID 2073); HTRF protein-protein interaction, Mint1-CaV2.2; higher % means a stronger effect; one-dose inhibition, % at 20 µM; IC50 in µM for titrated hits; 290,000 tested, 0.19% active; in the data active means inhibition mostly above about 51%, no sharp cut-off; inconclusive means no clear call, values can overlap the other calls; inactive means mostly below about 53%; further: some results filed as inactive read as strong as hits
Dynein transport cytoplasmic EGFP = second read-out of Dynein transport, no call of its own (marks repeat the call); z-score; measured here: cytoplasmic GR-EGFP intensity; active compounds read high
Dynein transport nuclear GR-EGFP = further read-out of Dynein transport, marked with its call; z-score; measured here: nuclear GR-EGFP intensity;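 lower value marks the stronger effect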
Dynein transport cell count = further read-out of Dynein transport, marked with its call; z-score; measured here: cell count per field
Numbers without * were called inactive; ? = inconclusive; nt = not tested or not shown. Unless noted, no stated cut-off is given here; in the data, active means inhibition above about 50%; inactive means the rest.

SMILES	human PMI inhibitors	XIAP displacement	Dynein transport	Dynein transport cytoplasmic EGFP	Dynein transport nuclear GR-EGFP	Dynein transport cell count	M1AAP inhibition	human PMI inhibition	LYP inhibition	P. falciparum M17LAP	Siah-1 displacement	AID2073
S=C(NCCc1ccccn1)Nc1ccccc1	-2%	0.1%	0.52	-0.1	0.35	-1.5	-2%	-5%	0%	7%	4%	7%
CCOC(=O)CSc1nncc2ccc(OC)c(OC)c12	0%	-3.6%	-0.058	-0.3	-0.0024	0.22	-2%	3%	-3%	2%	5%	-6%
CCN(CC)N=Nc1[nH]nc2nc(C)cc(C)c12	-105%	-5.7%	-0.67	-0.08	0.34	0.23	8%	-41%	-6%	17%	-1%	-2%
Cc1nc(=O)c(-c2ccccc2)c(C)n1-c1ccc(O)cc1	-6%	-22%	0.18	-0.049	0.24	0.68	5%	5%	-8%	-6%	3%	-2%
Cc1[nH]c2ccccc2c1C(=O)CSC(=S)N1CCOCC1	nt	nt	0.35	0.062	0.65	-0.19	5%	nt	-3%	-11%	3%	0%
O=C1C=C(NCc2ccc(Cl)cc2)CCC1	10%	-1.9%	1	-0.26	0.45	-0.23	-6%	17%	2%	-3%	1%	0%
Cc1cc(/C=N/O)c(C)n1-c1cccc(Cl)c1	-72%	-2.2%	-0.57	-0.32	-0.24	0.59	2%	-62%	-8%	-4%	9%	16%
CCOC(=O)c1c(C)c(C(=O)N2CCN(C(=O)c3ccco3)CC2)c(C)n1C	5%	-3.2%	-0.77	-0.18	-0.32	0.47	12%	8%	-11%	9%	0%	4%
O=C1C2CC=C(Cl)CC2C(=O)N1CCc1c[nH]c2ccccc12 (stereo unspecified)	8%	4.4%	-0.17	-0.25	0.12	0.43	14%	11%	1%	7%	-2%	13%
Cn1ccnc1SCC(=O)c1c[nH]c2ccccc12	-6%	-2.7%	1.7	0.022	2.4	-2.2	-1%	4%	-3%	-5%	3%	24%
Cn1ncc(N2CCN(C(=O)c3ccc(Cl)cc3)CC2)c(Cl)c1=O	-3%	-3.8%	-0.31	-0.28	0.28	0.37	-4%	-2%	-1%	11%	5%	-1%
COc1ccc(Cn2c(SCC(=O)NCc3ccco3)nc3ccsc3c2=O)cc1	15%	-2.3%	-0.26	-0.18	-0.13	1.2	3%	10%	4%	-5%	6%	9%
COC(=O)c1ccc(Cn2nc(C)c(Cl)c2C)o1	-1%	-6.2%	3.5	0.19	2.6	-2.5	5%	3%	-9%	9%	1%	-6%
Cc1cccc(NC(=O)CCC(=O)OCC(=O)c2ccc(Oc3ccc([N+](=O)[O-])cc3)cc2)c1	-2%	17%	-4.4*	0.63*	-1.8*	-0.85*	11%	2%	5%	6%	4%	4%
CCOC(=O)CSc1nc2ccccc2c(=O)n1CCCCCC(=O)NCc1ccco1	0%	-0.4%	1.9	0.084	1.8	-2.6	1%	-1%	1%	-2%	1%	?
COc1ccc(Nc2ccc(N3C(=O)CCCC3=O)cc2[N+](=O)[O-])c(OC)c1	8%	-20%	-0.45	-0.24	-0.18	0.45	7%	7%	-3%	-8%	-7%	4%
Cc1nn(C)cc1NC(=O)Cn1nc(C(F)(F)F)cc1C1CC1	-2%	-4.4%	-0.3	-0.34	-0.53	1.1	9%	1%	0%	-5%	-1%	7%
COC(=O)c1c(N2C(=O)[C@H]3[C@@H](C2=O)[C@]2(C(=O)Nc4c(C)cc(C)cc42)N2CCC[C@@H]32)sc(C)c1C	6%	-7.1%	0.66	0.79	0.66	-0.14	3%	5%	4%	-4%	3%	20%
O=C(N/N=C/c1ccc(Cl)cc1Cl)C1CCN(c2ncc(C(F)(F)F)cc2Cl)CC1	1%	-7.5%	-0.18	-0.23	-0.43	0.14	-5%	5%	-3%	2%	-5%	10%
COc1ccc(CCNCC(O)Cn2c3ccccc3c3ccccc32)cc1OC (stereo unspecified)	-3%	0.2%	0.48	0.17	0.31	0.26	7%	-8%	-6%	-3%	1%	-6%
COc1ccc(Nc2cccccc2=O)cc1	15%	-4.1%	0.19	-0.29	0.46	-0.51	15%	-5%	-6%	19%	2%	-15%
CCCSc1nnc(-c2cnn(-c3ccccc3)c2-n2cccc2)n1C	-4%	-8.4%	-0.94	-0.16	-0.24	1.5	0%	3%	-15%	3%	-8%	-6%
COc1cc(C2SCC(=O)N2c2nnc(C34CC5CC(CC(C5)C3)C4)s2)cc(OC)c1OC (stereo unspecified)	23%	-10%	-1.4	-0.18	-0.78	0.91	7%	18%	16%	-1%	-2%	6%
O=C(Cc1cccc2ccccc12)NCCC1=CCCCC1	7%	-2.1%	0.066	-0.3	-0.12	0.18	9%	16%	-5%	3%	2%	-14%
Cc1ccc(S(=O)(=O)N2CCC(NC(=O)c3cccc(C)c3)CC2)cc1	-8%	1.7%	-0.51	-0.23	-0.19	1.3	-1%	-3%	-4%	2%	4%	4%
CCN1C(=O)C2(C(C(=O)c3cc4ccccc4o3)=C(O)C(=O)N2CCCN(C)C)c2ccccc21 (stereo unspecified)	nt	nt	-0.49	-0.17	-0.27	0.38	4%	nt	-7%	22%	8%	18%
CCOc1cc(/C=N/NC(=O)COc2ccccc2C)ccc1OC(=O)c1cccs1	2%	-3.2%	0.75	-0.2	0.74	-0.16	7%	19%	0%	7%	-2%	-2%
Cc1c(S(=O)(=O)NCc2ccccc2)c(=O)n(C)c(=O)n1C	nt	nt	-0.28	-0.24	0.4	0.35	nt	nt	-16%	nt	-4%	-3%
CN(C)C(CNC(=O)c1ccc2ccccc2c1)c1ccco1 (stereo unspecified)	-1%	-2.2%	0.38	-0.33	-0.0013	-0.65	-1%	-1%	-2%	4%	3%	-4%
c1cc(CNC2C3CC4CC(C3)CC2C4)ccn1 (stereo unspecified)	-26%	-4.0%	-0.0051	-0.28	-0.023	0.33	-5%	-22%	3%	1%	5%	-4%
Cc1onc(-c2ccccc2)c1C(=O)NC(=S)Nc1sc2c(c1C#N)CCCC2	10%	-6.8%	0.34	-0.27	0.01	0.47	2%	23%	-4%	13%	1%	-18%
C[C@H]([C@@H](N)C(=O)N[C@@H](C(=O)O)[C@@H]1O[C@H](n2ccc(=O)[nH]c2=O)[C@@H](O)[C@H]1O)[C@@H](O)c1ccc(O)cn1	7%	-4.1%	0.68	-0.27	0.75	-0.09	-7%	2%	-2%	15%	1%	4%
CCC(CC)NC(=O)c1cc(OC)c(OC)c(OC)c1	21%	-7.2%	-0.85	-0.17	-0.16	1.3	14%	4%	-5%	5%	-1%	5%
O=c1oc2ccccc2c(N2CCCC2)c1[N+](=O)[O-]	-10%	-9.2%	-0.085	-0.19	0.013	-0.19	7%	-14%	-4%	14%	-8%	-18%
CC1CN(C(=O)N(C)C)CCN1C(=O)N(C)C (stereo unspecified)	-2%	-0.7%	-0.22	-0.091	0.31	0.34	12%	-4%	-8%	10%	19%	1%
O=C(Nc1cc(=O)c2ccccc2o1)N1CCCCC1	-7%	-5.9%	1.8	-0.15	1.4	-0.85	1%	-9%	-4%	-6%	-1%	9%
O=[N+]([O-])c1cnc(N2CCCCC2)c([N+](=O)[O-])c1	5%	-7.3%	-0.51	-0.19	-0.36	0.3	10%	14%	-5%	4%	9%	-7%
CC1Cc2ccccc2N1C(=O)CSc1nnc(CNc2ccccc2)o1 (stereo unspecified)	2%	-6.5%	0.28	-0.23	0.39	0.009	0%	2%	1%	-4%	-1%	-1%
CCOC(=O)c1cnc(SC)nc1Nc1cccc(F)c1	6%	-3.4%	1.2	-0.49	0.062	0.14	12%	3%	-2%	4%	3%	-1%
COc1ccc(NC(=O)CSc2nnc(Cc3cccn3C)n2-c2ccc(C)cc2)cc1OC	3%	1.0%	-0.082	-0.058	0.25	0.97	4%	4%	0%	2%	4%	-20%
CC(=O)Nc1nnc(-c2ccc(Cl)s2)o1	8%	-2.7%	-0.97	-0.17	-0.36	0.62	3%	13%	-1%	3%	-1%	5%
Cc1ccc(C(=O)c2cc3c(cc2[N+](=O)[O-])OCCO3)cc1	33%	-4.5%	0.91	-0.33	1.2	-1.1	1%	11%	-2%	1%	20%	-5%
O=C(Nc1cccc2ccccc12)N1CCN(Cc2ccc3c(c2)OCO3)CC1	12%	-19%	-0.36	1.2	-0.042	0.00066	3%	8%	-5%	0%	6%	-4%
CCOc1ccccc1NC(=O)CSc1nnc(-c2ccco2)o1	8%	-9.7%	0.3	-0.21	0.31	0.19	-4%	5%	-4%	1%	3%	-5%
S=C(Cc1cccnc1)N1CCOCC1	10%	-6.6%	0.39	-0.23	0.32	0.35	-4%	29%	5%	5%	-1%	-17%
O=C(CNC(=O)c1cccs1)NCCN1CCC(Cc2ccccc2)CC1	13%	-15%	0.63	-0.17	0.37	-1.7	8%	20%	-5%	3%	1%	20%
O=C(Cc1ccc(Br)cc1)Nc1ccccc1Sc1ccccc1	17%	-1.4%	-0.083	-0.22	-0.34	0.63	3%	18%	2%	4%	2%	-2%
O=C(NCC1CCCO1)c1ccc2c(=O)n(CC3CCCO3)c(=S)[nH]c2c1 (stereo unspecified)	2%	-8.7%	-0.52	-0.25	-0.14	0.23	16%	-2%	4%	9%	1%	-48%
O=C(COC(=O)CN=C1NS(=O)(=O)c2ccccc21)Nc1ccccc1OC(F)F	-7%	-0.4%	-0.5	-0.29	0.15	-0.059	13%	-6%	-2%	5%	3%	-3%
CCOC(=O)c1c[nH][nH]c1=O	nt	nt	0.65	-0.16	0.75	-0.74	3%	nt	-6%	13%	-1%	8%

Arranged by the number under Dynein transport nuclear GR-EGFP (ascending): some entries from above
SMILES	human PMI inhibitors	XIAP displacement	Dynein transport	Dynein transport cytoplasmic EGFP	Dynein transport nuclear GR-EGFP	Dynein transport cell count	M1AAP inhibition	human PMI inhibition	LYP inhibition	P. falciparum M17LAP	Siah-1 displacement	AID2073
O=C(NCC1CCCO1)c1ccc2c(=O)n(CC3CCCO3)c(=S)[nH]c2c1 (stereo unspecified)	2%	-8.7%	-0.52	-0.25	-0.14	0.23	16%	-2%	4%	9%	1%	-48%
O=C(CNC(=O)c1cccs1)NCCN1CCC(Cc2ccccc2)CC1	13%	-15%	0.63	-0.17	0.37	-1.7	8%	20%	-5%	3%	1%	20%
CCOC(=O)c1c[nH][nH]c1=O	nt	nt	0.65	-0.16	0.75	-0.74	3%	nt	-6%	13%	-1%	8%
